# TRPV1 ag: activates the human vanilloid receptor TRPV1. Q8NER1. TRPV1-expressing cells, Fluo-8 calcium influx, agonist mode. activation, % at 8.33 µM. actives 0.19% (n = 320,000); in the data active = activation above about 80%; inconclusive = between about 30% and that limit; also: 0% is about no effect
#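 Fluo-8 calcium influx in TRPV1-expressing cells, kinetic read (ex 480/em 520 nm). Compound added and read 3 min for agonist activity, followed by capsaicin at EC20 final and 2 min further read for enhancement.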
# MLL CXXC-DNA inh: inhibitors of human MLL CXXC domain-DNA interaction; Q03164; MLL-CXXC / FITC-HOXA9 DNA fluorescence polarization; Potency, µM (highest dose often 115 µM), for inactives: top-dose activity change, negative = inhibition, usual class: inhibitors; actives 0.037% (n = 290,000); AID 2662; active = well fitted inhibition curve with a large enough effect in the polarisation, with a control signal flat, not every such curve was filed as active; inconclusive = small, poorly fitted or top-dose-only effect, or effect the other way, or a change in a side signal; inactive = no such curve, though single readings can be large or run the other way; the % refers to the polarisation; also: potency is read from the fitted curve at half-maximal effect
#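 Fluorescence polarization: 7 uM MLL-CXXC (stock) preincubated 5 min with compounds, then 50 nM fluorescein-HOX-A9 DNA (stock) added; 30 min ambient. Buffer 50 mM Tris-HCl pH 7.5, 50 mM NaCl, 1 mM DTT, 0.05% BSA.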
# Integrin act MD: activators of alpha7 integrin expression for muscular dystrophy; alpha7betagal myoblasts, beta-gal FDG fluorescence, 48 h; AID 624291; actives 0.064% (n = 350,000); Potency, µM (highest dose often 38.3 µM), for inactives: at the highest dose activation, hits mostly activators;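 also: potency is read from the fitted curve at half-maximal effect; 100% = response of the positive control SU9516; nearly all actives have a fitted effect of over 60% in size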
#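 alpha7betagal+/- myoblasts (passage 13, 250/well) treated 48 h at 37C with compounds at 1:260 dilution of DMSO stock. Lysed, then beta-galactosidase activity read as FDG fluorescence (ex 480/em 540) after 30 min, with pre-read for autofluorescence.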
# TSG101-PTAP inh: blocks PTAP/TSG101 interaction to inhibit HIV-1 budding. Potency, µM (series often up to 115 µM), without a hit: top-dose activity change, negative = inhibition, hits mostly inhibitors. 340,000 tested, under 10 active. AID 493005. Fluorescence polarization, FITC-PTAP peptide / Tsg101 binding. Q99816; active = well fitted inhibition curve with a large enough effect in the main read-out, with a control signal flat, not every such curve was filed as active; inconclusive = small, poorly fitted or top-dose-only effect, or effect the other way, or a change in a side signal; inactive = no such curve, though single readings can be large or run the other way; also: potency is read from the fitted curve at half-maximal effect; % of control where 0% means no effect
#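 Steps: Tsg101 binding domain dispensed (10 uM final), compounds pinned in DMSO, FITC-labeled PTAP-motif peptide added (50 nM final); after 20 min binding at room temperature, polarization measured.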
# A-T KAP1 phos: potential ataxia-telangiectasia treatments restoring KAP-1 phosphorylation. […] A-T fibroblasts, KAP-1 phosphorylation AlphaLISA; neocarzinostatin DNA damage 30 min before lysis. actives 0.19% (n = 320,000). Potency, µM (top dose mostly 57.5 µM), for the others: at the top dose activation, usual class: activators. AID 485349; also: potency is read from the fitted curve at half-maximal effect; % of control where 0% means no effect; nearly all actives have a fitted effect of over 45% in size
#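 ATM-like activity read as KAP-1 phosphorylation via AlphaLISA donor/acceptor antibody pairs after lysis and 6 hr at 25C. Cells were ATM-null patient fibroblasts ([…], hTERT), dosed 60 min, then exposed to the DSB inducer NCS for 30 min.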
# BRCA1 expr up: BRCA1 expression activation. MCF7-BRCA1-FFLuc reporter, luminescence, 48 h; response scale: scaled: vehicle 0%, 10 µM genistein 100%. Potency, µM (doses to about 46.1 µM), for the others: top-dose activation, actives largely listed as activators. actives 1.1% (n = 380,000). AID 624202; also: potency is read from the fitted curve at half-maximal effect; nearly all actives have a fitted effect of over 80% in size; some results filed as inactive show a strong effect at the top dose
#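 Activators of BRCA1 expression were detected as increased firefly luciferase luminescence in engineered MCF7 cells after 48 h compound incubation. Signals were scaled to genistein 10 microM as full activation.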
# B2AR arrestin: recruits beta-arrestin to the human beta2-adrenergic receptor; Potency, µM (top dose mostly 46.1 µM), without a hit: at the highest dose activation, actives largely listed as activators; actives 0.02% (n = 330,000); AID 492947; beta-arrestin recruitment to beta2AR, cell-based reporter;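 also: potency is read from the fitted curve at half-maximal effect; 0% = DMSO controls and full agonism = EC100 isoproterenol or metaproterenol; nearly all actives have a fitted effect of over 65% in size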
# TCR act: activates T cell receptor signaling. primary human leukocytes, anti-CD3, IL-2 HTRF, 48 h. Potency, µM (top dose mostly 9.22 µM), for inactives: at the top dose activation of IL-2 secretion, hits mostly activators. 330,000 tested, under 10 active; also: % of control where 0% means no effect
#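 Using a-CD3 beads without co-stimulation, primary human leukocytes were exposed to compounds for 48 hr. An HTRF IL-2 kit measured the cytokine, with europium-to-d2 energy transfer producing emission at 665nm upon 320nm excitation.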
# p53 reactivation: restores transcriptional activity of mutant p53. H1299 p53-A138V BP100-luciferase reporter, luminescence, 24 h. Potency, µM (titrated, usually from 92.2 µM), inactives show at the highest dose activity change, positive = activation, usual class: activators. actives 0.063% (n = 320,000); also: potency is read from the fitted curve at half-maximal effect; % of control where 0% means no effect; nearly all actives have a fitted effect of over 45% in size
#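 p53-null H1299 cells stably carrying temperature-sensitive p53-A138V and a BP100-luciferase reporter were pinned with compounds (4-point, 1:5 series) and held 24 hrs at 37 deg C. Luminescence was read 10 min after detection reagent.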
# ELG1 repair inh: blocks ELG1-dependent DNA repair in HEK293T cells; AID 504467; actives 2.3% (n = 330,000); HEK293T ELG1-luciferase reporter, luminescence, 16 h; DNA damage induced by 5-fluorouridine; Potency, µM (titrated, usually from 46.1 µM), for inactives: top-dose activity change, negative = inhibition, most hits filed as inhibitors; also: potency is read from the fitted curve at half-maximal effect; % is scaled to controls: 0 for no effect and ±100 for the full control effect; nearly all actives have a fitted effect of over 55% in size
#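 Reporter activity after DNA damage by 5-fluorouridine is monitored. Compound-treated cells incubate 16 hr at 37 °C, then ONE-Glo is added for 30 min before luminescence reading.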
# The depositor's hits bear a star; ? = inconclusive; . = no result given; [ ] = another dose, or the depositor's remark. Unless noted, calls follow the shape of the dose curve; as a rule, active = well fitted curve in the direction sought with a large enough effect; inconclusive = small, poorly fitted or top-dose-only effect, or another doubt; inactive = no such curve, though single readings can be large; an effect the other way counts as inactive or inconclusive.
nr | Structure | p53 reactivation | Integrin act MD | MLL CXXC-DNA inh | TCR act | BRCA1 expr up | TRPV1 ag | A-T KAP1 phos | B2AR arrestin | ELG1 repair inh | TSG101-PTAP inh
1 | CCOc1ccc(C(=O)Nc2ccc3c(c2)OCO3)cc1OCC | 0% | 14% | 7% | -26% | 10% | -3 | 8% | -0.5% | -1% | -4%
2 | COc1cc(C)ccc1OCc1cc(C(=O)N2CCCCCCC2)no1 | ? | 6% | 21% | -3% | ? | 15 | 7% | -0.9% | ? | -3%
3 | Cc1ccc(NCN2C(=O)c3ccccc3C2=O)c(C)c1 | 3% | 21% | 5% | -1% | -3% | 7 | 2% | -0.6% | 6% | -5%
4 | Cn1cc(Cl)c(/C(N)=N/OC(=O)c2ccccc2C(F)(F)F)n1 | ? | 23% | -1% | -1% | 11µM* | 5 | 0% | 0.0% | ? | -9%
5 | CC(=O)N1c2ccc(S(=O)(=O)NCC3CCC(C(=O)N4CCCCC4)CC3)cc2CC1C (centres undefined) | -7% | -10% | -1% | 3% | -7% | -1 | 1% | -1.1% | 0% | -4%
6 | COC(=O)c1cc2nc(-c3ccc(C)cc3)cc(C(F)(F)F)n2n1 | -3% | -27% | 2% | 1% | 124% | -5 | 5% | -0.2% | -10% | -9%
7 | O=C(CSc1nncn1-c1ccccc1)NC1CCCCC1 | 5% | -8% | -1% | 8% | 3% | -1 | 7% | 0.1% | -1% | 0%
8 | N#CC1=C(N)OC2=C(C(=O)CCC2)C12CCN(C(=O)OCc1ccccc1)CC2 | 9% | -9% | 2% | 6% | 2% | 0 | 3% | 0.1% | -4% | -3%
9 | c1ccc2[nH]c(-c3nc4ccccc4[nH]3)nc2c1 | ? | 9% | 5% | 2% | ? | 2 | 11% | -0.1% | ? | 0%
10 | Oc1ccc(/C=N/Nc2cc(N3CCCC3)nc(N3CCCC3)n2)cc1O | 2% | -12% | 11% | -2%[46.1 µM] | -39% | -2 | -12% | -0.9% | -10% | 0%
11 | COc1ccc(C)cc1NC(=O)C(OC(=O)c1cccc(S(=O)(=O)N(C)c2ccccc2)c1)c1ccccc1 (centres undefined) | -1% | 19% | 8% | -2%[46.1 µM] | -22% | 2 | 2% | -1.9% | -3% | -1%
12 | C=CCOC(=O)C1=C[C@@H](c2coc3ccccc3c2=O)C[C@@H](OCc2ccc(CO)cc2)O1 | 9% | 30% | 7% | -1% | -6% | ? | -4% | -0.2% | -26% | 0%
13 | CN1C(=O)C(C)(C)c2cc(S(=O)(=O)N3CCCC3C(=O)NCc3ccc(F)cc3)ccc21 (centres undefined) | . | -13% | 1% | 3% | -9% | 3 | 4% | 0.0% | 2% | -10%
14 | CCCCOc1ccc(C2(C)NC(=O)N(C)C2=O)cc1 (centres undefined) | 24% | 28% | 1% | -3% | -9% | 2 | 10% | -0.7% | 17% | -5%
15 | O=C(Nc1ccc2c(c1)OCCO2)c1ccccc1 | -3% | ? | 7% | -1% | ? | ? | 4% | -1.0% | ? | -3%
16 | O=C(Nc1cccc(-n2cnnn2)c1)c1cccnc1 | -1% | -25% | 2% | 6% | -26% | -2 | 8% | 0.3% | 0% | -4%
17 | O=C(NC(=S)NN1CCOCC1)c1cc(Br)ccc1Cl | -3% | -20% | . | 6% | -4% | . | -3% | -0.2% | 29% | -2%
18 | COC(=O)c1ccc(/C=C/C(=O)OCC(=O)c2ccc[nH]2)cc1 | 5% | -8% | . | 7%[46.1 µM] | 2% | . | 2% | -0.3% | 19% | -1%
19 | COc1ccc(C(=O)COC(=O)C2COc3ccccc3O2)cc1F (centres undefined) | 4% | -3% | . | 2% | 3% | . | -38%[inhibitor] | -0.1% | 2% | -4%
20 | O=[N+]([O-])c1ccc(NN=CCCc2ccccc2)nc1 | . | 5% | . | -10% | 46% | . | . | . | . | -1%
21 | COC(=O)c1ccc(NC(=O)CNC(=O)C2CCCCC2)c(C)c1 | -5% | 6% | 5% | 0% | -6% | -1 | -2% | -0.3% | 1% | -10%
22 | CCCn1c(=O)c(C(=O)NCc2ccccc2OC)c(O)c2ccccc21 | . | -36% | 6% | -2% | 0% | 4 | -3% | -0.2% | -7% | ?
23 | O=C(CN(Cc1ccco1)C(=O)c1ccc(Cl)cc1)Nc1ccc(Cl)c(Cl)c1 | -7% | 15% | 0% | 6%[46.1 µM] | -6% | 9 | -7% | -0.6% | 2% | -2%
24 | CN1CCN(c2ccccc2NC(=O)Cn2ncc3c([nH]c4ccccc43)c2=O)CC1 | 11% | -55%[inhibitor] | 33% | 1% | -1% | 1 | 9% | 0.3% | -3% | -1%
25 | COC(=O)c1sccc1NC(=O)CC1C(=O)NCCN1C(=O)c1ccc(N(C)C)cc1 (centres undefined) | -1% | -10% | -1% | -5% | 3% | 3 | -2% | 1.2% | 8% | -5%
26 | CCS(=O)(=O)Nc1ccc2c(c1)N(C(C)=O)c1ccccc1CC2 | -5% | -1% | 1% | 15% | 6% | 3 | 7% | -0.1% | 0% | 0%
27 | O=S(=O)(Nc1ncnc2sccc12)c1cccc(F)c1 | 0% | 17% | . | -1% | -21% | . | -3% | -0.2% | 13% | 1%
28 | CC(C)Cn1c(N)c(C(=O)COC(=O)C2=COCCO2)c(=O)n(C)c1=O | -9% | 7% | 11% | -2% | -1% | 1 | 0% | 0.0% | ? | -1%
29 | O=C(COc1cccc(Br)c1)NN=C1c2ccccc2-c2ccccc21 | -5% | 11% | 8% | -4%[46.1 µM] | -5% | 2 | 12% | -0.6% | 14% | -1%
30 | C[C@H](CO)N1C[C@H](C)[C@@H](CN(C)S(=O)(=O)c2cccs2)Oc2c(NC(=O)CCC(F)(F)F)cccc2C1=O | 0% | -22% | . | 2% | -10% | . | -1% | -0.7% | 0% | 0%
31 | O=C(Nc1cc2c(cc1Br)OCCCO2)c1cccnc1 | 23% | -17% | 3% | . | 87% | 6 | -3% | 8.3% | ? | 0%
32 | COC(=O)c1ccccc1NC(=O)CSc1nnnn1CC(=O)O | 6% | 0% | 32%[activator] | 7% | -3% | -1 | 5% | 0.4% | ? | -3%
33 | COc1ccccc1CNC(=O)c1cccc(C)c1[N+](=O)[O-] | ? | 3% | -7% | 4%[46.1 µM] | 4% | -1 | 2% | -0.8% | 3% | -4%
34 | O=C(Nc1ccccc1)N(Cc1ccccc1)Cc1ccccc1 | -1% | 5% | 2% | 1% | -4% | 25 | 1% | 0.2% | -5% | -7%
35 | O=C(O)C1=C(C(=O)O)C2C=CC1C2 | . | -23% | . | 3% | 3% | . | . | . | . | -2%
36 | Cn1c(SCC(=O)N/N=C/C=C/c2ccccc2[N+](=O)[O-])nc2ccccc21 | -3% | -40%[inhibitor] | 20% | 4%[46.1 µM] | -43% | 0 | 7% | -0.1% | -19% | 1%
37 | O=C(CN1C(=O)NC(Cc2ccccc2)C1=O)Nc1ccc(OC(F)F)cc1 (centres undefined) | 3% | -5% | . | 2% | -3% | -1 | 1% | 0.5% | 6% | -1%
38 | CCCCCCC(=O)N/N=C/c1ccc(Br)cc1 | 8% | -29% | 5% | -4%[46.1 µM] | -4% | 7 | ? | 0.3% | 7% | -2%

# Grouped by structure, the compounds so far containing four or more nitrogen atoms (10)
nr | Structure | p53 reactivation | Integrin act MD | MLL CXXC-DNA inh | TCR act | BRCA1 expr up | TRPV1 ag | A-T KAP1 phos | B2AR arrestin | ELG1 repair inh | TSG101-PTAP inh
4 | Cn1cc(Cl)c(/C(N)=N/OC(=O)c2ccccc2C(F)(F)F)n1 | ? | 23% | -1% | -1% | 11µM* | 5 | 0% | 0.0% | ? | -9%
7 | O=C(CSc1nncn1-c1ccccc1)NC1CCCCC1 | 5% | -8% | -1% | 8% | 3% | -1 | 7% | 0.1% | -1% | 0%
9 | c1ccc2[nH]c(-c3nc4ccccc4[nH]3)nc2c1 | ? | 9% | 5% | 2% | ? | 2 | 11% | -0.1% | ? | 0%
10 | Oc1ccc(/C=N/Nc2cc(N3CCCC3)nc(N3CCCC3)n2)cc1O | 2% | -12% | 11% | -2%[46.1 µM] | -39% | -2 | -12% | -0.9% | -10% | 0%
16 | O=C(Nc1cccc(-n2cnnn2)c1)c1cccnc1 | -1% | -25% | 2% | 6% | -26% | -2 | 8% | 0.3% | 0% | -4%
20 | O=[N+]([O-])c1ccc(NN=CCCc2ccccc2)nc1 | . | 5% | . | -10% | 46% | . | . | . | . | -1%
24 | CN1CCN(c2ccccc2NC(=O)Cn2ncc3c([nH]c4ccccc43)c2=O)CC1 | 11% | -55%[inhibitor] | 33% | 1% | -1% | 1 | 9% | 0.3% | -3% | -1%
25 | COC(=O)c1sccc1NC(=O)CC1C(=O)NCCN1C(=O)c1ccc(N(C)C)cc1 (centres undefined) | -1% | -10% | -1% | -5% | 3% | 3 | -2% | 1.2% | 8% | -5%
32 | COC(=O)c1ccccc1NC(=O)CSc1nnnn1CC(=O)O | 6% | 0% | 32%[activator] | 7% | -3% | -1 | 5% | 0.4% | ? | -3%
36 | Cn1c(SCC(=O)N/N=C/C=C/c2ccccc2[N+](=O)[O-])nc2ccccc21 | -3% | -40%[inhibitor] | 20% | 4%[46.1 µM] | -43% | 0 | 7% | -0.1% | -19% | 1%
